# From PubChem BioAssay
# S2 tox = reduces viability in counter-screen for ATXN expression inhibitors. S2 cells (HEK-293 line with an ATXN2-luciferase reporter) viability, CellTiter-Fluor protease fluorescence, 24 h. Potency, µM (titrated, usually from 56.7 µM), hits mostly cytotoxic. 400,000 compounds, 0.49% hits. AID 651635; note: potency is the fitted concentration of half-maximal effect; nearly all actives have a fitted effect of over 40% in size
# TGFb inhibitor = TGF-b pathway inhibition. HepG2 CAGA-GFP TGF-b/SMAD3 reporter, GFP fluorescence, 18 h; TGF-beta stimulated, 500 pg/mL final. Potency, µM (series often up to 46.1 µM), inactives show at the highest dose activity, negative = inhibition, usual class: inhibitors. 410,000 compounds, 1.2% hits; note: potency is the fitted concentration of half-maximal effect; % is set by controls: 0 for no effect and ±100 for the full control effect; nearly all actives have a fitted effect of over 65% in size
#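 HEPG2 CAGA-GFP reporter cells (1000/well, DMEM with 1% FBS) received compounds, then recombinant TGF-beta at 500 pg/mL final for 18 hours at 37 degrees C. Per-cell GFP summed per well was normalised to unstimulated and stimulated DMSO controls before curve fitting.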
# ATXN2 expr inh = reduces ATXN2 reporter expression in HEK-293 cells; HEK-293 ATXN2-luciferase reporter, luminescence, 24 h; Potency, µM (titrated, usually from 57 µM), without a hit: top-dose activity change, negative = inhibition, most hits filed as inhibitors; 360,000 compounds, 0.72% hits; AID 1745845; note: potency is the fitted concentration of half-maximal effect; % is set by controls: 0 for no effect and ±100 for the full control effect; nearly all actives have a fitted effect of over 55% in size
#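 ATXN2-luciferase reporter cells (luciferase flanked by upstream and downstream ATXN2 gene portions) were treated 24 h at 37 °C with compounds at up to 57 uM. SteadyGlo luminescence gave expression; GF-AFC fluorescence gave viability.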
# Nrf2 block = blocks Nrf2 signaling. 360,000 compounds, 2.1% hits. A549 ARE-Fluc reporter, luciferase luminescence, 18-24 h. Potency, µM (top dose mostly 46 µM), for the others: at the highest dose activity change, negative = inhibition, hits mostly inhibitors; note: potency is the fitted concentration of half-maximal effect; % is set by controls: 0 for no effect and ±100 for the full control effect; nearly all actives have a fitted effect of over 60% in size
#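 In this cell-based qHTS, ARE-driven firefly luciferase in A549 cells reports Nrf2 activity; the luminescent signal after BugLite lysis is the measured value, with a prior CellTiter-Fluor read for cell health.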
# Nrf2 ARE act = activates Nrf2 signaling. AREc32 ARE-luciferase reporter (MCF7-derived line), luminescence, 24 h. Potency, µM (doses to about 46.1 µM), inactives show top-dose activation, actives largely listed as activators. 410,000 compounds, 0.31% hits. AID 624171; note: potency is the fitted concentration of half-maximal effect; % of control where 0% means no effect; nearly all actives have a fitted effect of over 65% in size
#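 Steps: seed AREc32_Fluc cells (1000/well, 5% FBS OPTI-MEM); incubate overnight at 37 deg C; add 23 nL compound; incubate 24 hr; add Steady-Glo; hold 30 min RT; read luminescence.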
# MCF10A rereplic = DNA re-replication induction in MCF 10a cells; 350,000 compounds, 2.9% hits; Potency, µM (doses to about 46.1 µM), for inactives: at the highest dose activity, positive = re-replication, usual class: activators; MCF 10A DNA re-replication, Hoechst nuclear intensity, 48 h; AID 624296; note: potency is the fitted concentration of half-maximal effect; % of control where 0% means no effect; nearly all actives have a fitted effect of over 50% in size
# IL-1B inflam inh = blocks inflammasome-driven IL-1 beta release | THP-1 LPS/ATP IL-1B secretion, AlphaLISA, 16 h; hits give low values | activity change, % at 57.5 µM | 360,000 compounds, 4.7% hits; in the data active = activity change below about -50%; inconclusive = mostly about -30% to -49%; note: % is set by controls: 0 for no effect and ±100 for the full control effect
#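 Secreted IL-1B measured by AlphaLISA bead assay after 16 h compound exposure of THP-1 cells; compounds (final up to 57.5 uM) added 1 h before LPS (250 ng/mL) and ATP (1.25 mM) stimulation; lower signal means less secretion.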
# HepG2 tox = kills HepG2 cells in TGF-b inhibitor counter-screen | 410,000 compounds, 0.76% hits | HepG2 CAGA-GFP viability, ATP luminescence, 18 h | Potency, µM (series often up to 46.1 µM), for inactives: at the highest dose activity change, negative = cytotoxicity, actives largely listed as cytotoxic | AID 588856; note: potency is the fitted concentration of half-maximal effect; some results filed as inactive show a strong effect at the top dose
#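 CellTiter-Glo luminescence gave cytotoxicity after 18 hours at 37 degrees C. The cells were HepG2 CAGA-GFP in 1% FBS DMEM, stimulated with 500 pg/mL TGF-beta after compound addition. %Activity was normalised to no-cell wells (complete cell-killing) and DMSO (no toxicity), and curves were fitted and classified.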
# A549 tox = counter-screen for Nrf2 inhibitors: cytotoxicity in A549 cells; A549 ARE-Fluc cells, CellTiter-Fluor viability, 18-24 h; Potency, µM (doses to about 46 µM), without a hit: top-dose activity change, negative = cytotoxicity, hits mostly inhibitors; 390,000 compounds, 0.16% hits; AID 504648; note: potency is the fitted concentration of half-maximal effect; % is set by controls: 0 for no effect and ±100 for the full control effect
#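 A549 ARE_Fluc cells in 5% FBS OPTI-MEM were exposed to compounds in concentration-response for 18-24 h at 37 deg C. Viability was read by CellTiter-Fluor fluorescence (Ex 405/Em 525) after 30 min, before the luciferase read.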
# The depositor's hits bear a star; i = inactive; ? = inconclusive; . = no result given; [ ] = another dose, or the depositor's remark. Unless noted, calls come from the whole dose curve; as a rule, active = well fitted curve in the direction sought with a large enough effect; inconclusive = small, poorly fitted or top-dose-only effect, or another doubt; inactive = no such curve, though single readings can be large; an effect the other way counts as inactive or inconclusive.
SMILES,S2 tox,TGFb inhibitor,ATXN2 expr inh,Nrf2 block,Nrf2 ARE act,MCF10A rereplic,IL-1B inflam inh,HepG2 tox,A549 tox
CCOc1ccc(S(=O)(=O)NN=C2CCN(C(C)=O)CC2)cc1,i,-9%,.,-6%,-0.8%,-2%,14,-11%,-5%
Cc1cc(C(=O)N2CCCC(C(=O)c3cccc(C(F)(F)F)c3)C2)nc(C)n1 (stereo not given),i,2%,5%,?,-0.7%,-14%,17,-5%,0%
Cc1ccc(NC(=O)CCn2c(=O)oc3ccccc32)cc1,i,-11%,14%,?,0.1%,?,?,-7%,9%
O=C(c1ccco1)N1CCN(C(=O)c2cnn3cccnc23)CC1,i,4%,-3%,5%,0.1%,-3%,22,-2%,4%
COc1ccc(-c2cn3c(n2)sc2cc(C(=O)NCCCN4CCN(C)CC4)ccc23)cc1,.,18%,.,-13%,5.7%,.,.,-15%,6%
O=S(=O)(NCc1ccc2c(c1)OCO2)c1cccc2cccnc12,i,3%,5%,-4%,-0.8%,0%,17,-6%,6%
CCCCCCCCOc1ccc(C(=O)O)cc1,i,0%,2%,?,-0.8%,-32%[inhibitor],13,-8%,?
CC1CCc2nn(CC(=O)NCCC3=CCCCC3)cc2C1 (stereo not given),i,-5%,10%,12%,-0.7%,0%,10,10%,5%
Cc1ccc(N2CC(C(=O)Nc3nnc(SCc4cccnc4)s3)CC2=O)cc1 (stereo not given),i,5%,-2%,-15%,0.3%,-1%,11,3%,-2%
CC1CC(C)CN(S(=O)(=O)c2cccc3nonc23)C1 (stereo not given),i,-5%,-15%,3%,-0.6%,-1%,-8,-48%,1%

# Next section, starting with the last seven of the part before.
SMILES,S2 tox,TGFb inhibitor,ATXN2 expr inh,Nrf2 block,Nrf2 ARE act,MCF10A rereplic,IL-1B inflam inh,HepG2 tox,A549 tox
O=C(c1ccco1)N1CCN(C(=O)c2cnn3cccnc23)CC1,i,4%,-3%,5%,0.1%,-3%,22,-2%,4%
COc1ccc(-c2cn3c(n2)sc2cc(C(=O)NCCCN4CCN(C)CC4)ccc23)cc1,.,18%,.,-13%,5.7%,.,.,-15%,6%
O=S(=O)(NCc1ccc2c(c1)OCO2)c1cccc2cccnc12,i,3%,5%,-4%,-0.8%,0%,17,-6%,6%
CCCCCCCCOc1ccc(C(=O)O)cc1,i,0%,2%,?,-0.8%,-32%[inhibitor],13,-8%,?
CC1CCc2nn(CC(=O)NCCC3=CCCCC3)cc2C1 (stereo not given),i,-5%,10%,12%,-0.7%,0%,10,10%,5%
Cc1ccc(N2CC(C(=O)Nc3nnc(SCc4cccnc4)s3)CC2=O)cc1 (stereo not given),i,5%,-2%,-15%,0.3%,-1%,11,3%,-2%
CC1CC(C)CN(S(=O)(=O)c2cccc3nonc23)C1 (stereo not given),i,-5%,-15%,3%,-0.6%,-1%,-8,-48%,1%
CC(NC(=O)Cc1ccc(S(=O)(=O)N2CCOCC2)s1)c1ccc(Cl)cc1Cl (stereo not given),i,0%,-8%,?,3.4%,?,4,-11%,-13%
COc1ccc2oc(=O)c(C(=O)Nc3cccc(C)c3)cc2c1,i,91%[activator],38%,?,2.8%,?,-9,11%,1%
Cc1cccc(NC(=S)NCCC(c2ccccc2)c2ccccc2)c1,i,11µM*,-1%,-20%,-0.6%,?,-7,-22%,10%
COc1ccc(Br)cc1S(=O)(=O)N1CCOCC1,i,-9%,-3%,3%,0.1%,5%,2,5%,-2%
c1cn2c(NC3CCCC3)c(-c3ccc(N4CCOCC4)cc3)nc2cn1,.,-25%,50%[activator],-5%,2.2%,16%,14,-42%,-2%
COc1cc(OC)cc(C(=O)NCC(=O)NCC(c2ccco2)N2CCCCC2)c1 (stereo not given),i,0%,4%,4%,0.5%,3%,8,-1%,1%
O=C(CCSc1ccccc1)NC(=O)COC(=O)c1ccc(OC(F)F)cc1,i,8%,5%,14%,0.1%,2%,43,2%,0%
CCOC(=O)c1c(C)[nH]c(C(=O)CN2C(=O)NC3(CCCC3)C2=O)c1C,i,-1%,52%[activator],?,1.9%,2%,-15,2%,-6%
Cc1c(Cl)c([N+](=O)[O-])nn1Cc1ccc(C(=O)NN)o1,i,-11%,.,?,5.5%,-2%,6,-18%,-14%
O=C(Nc1nc(-c2ccco2)c(-c2ccco2)s1)c1ccc(F)cc1F,i,2%,16%,16%,?,?,-23,-9%,-3%
COC1=C(C)C(O)=C(C(=O)/C=C/c2ccccc2)C(=O)C1(C)C,i,1%,?,0%,?,?,?,-19%,?
CC(C)(C)NC(=O)c1cccc(NC(=O)c2ccc3c(c2)C(=O)N(C(C)(C)C)C3=O)c1,i,?,-12%,?,0.0%[9.22 µM],?,-96*,-29%,?
O=C(/C=C/c1cccc(Cl)c1)NCc1ccccc1,i,0%,9%,-3%,-0.1%,-2%,11,-2%,-1%
O=C(COC(=O)c1ccc2c(c1)OCO2)NC1CCS(=O)(=O)C1 (stereo not given),i,-3%,4%,11%,0.5%,-1%,7,3%,1%
COC(=O)C[C@@H]1C[C@H]2c3cc(NC(=O)C4CCC4)ccc3O[C@H]2[C@@H](CO)O1,i,-2%,5%,.,-0.1%,.,10,-12%,.
CCN(CC)c1ccc(-n2cc3c(=O)n(C)c(=O)n(C)c3c2)cc1,i,-15%,31%,?,2.9%,?,47,-33%,-24%
CC1(C)CC(NC(=O)C2CCCCC2)CC(C)(C)N1,i,-10%,-20%,5%,-0.7%,-4%,1,18%,4%
Cc1ccccc1NC(=O)C1Cc2ccccc2C(=O)O1 (stereo not given),i,-3%,20%,14%,0.0%,2%,-28,-7%,-2%
Cc1ccc(-n2nc3c(N4CCC(C(=O)N5CCC(C)CC5)CC4)nnc(C)c3c2C)cc1,i,?,0%,?,0.5%,.,.,-3%,12%
Cc1onc(-c2ccccc2)c1C(=O)N1CCC(CO)(Cc2ccccc2)CC1,i,-14%,4%,39%,-0.2%,-1%,30,-15%,4%
CC(=O)Nc1ccc(S(=O)(=O)NCCN2CCOCC2)cc1,i,-2%,5%,.,-0.3%,-4%,-1,6%,4%
CN(C)C(CNc1ccc(C(N)=O)cc1[N+](=O)[O-])c1ccccc1 (stereo not given),i,11%,-7%,19%,1.7%,4%,24,-18%,-9%
CCc1c(C#N)sc(C(N)=O)c1CC,i,-20%,8%,-9%,0.0%,-6%,.,-2%,0%
O=C(NCc1ccncc1)C(=O)NCC1OCCCN1S(=O)(=O)c1cc(F)ccc1F (stereo not given),?,-3%,0%,5%,-0.5%,-2%,8,-4%,2%
CN1C(=O)c2ccc(S(=O)(=O)c3ccc(C(=O)O)cc3)cc2C1=O,i,-3%,7%,-9%,-0.2%,?,-5,-2%,1%
S=C(NCc1ccccc1)N1CCN(c2ccccc2)CC1,i,-3%,0%,-7%,-0.2%,-18%,-19,-9%,-1%
CCN(C(=O)COC(=O)c1ccc(Cl)nc1)C1CCS(=O)(=O)C1 (stereo not given),i,-4%,-2%,9%,-0.5%,?,2,-3%,18%
CC(C)CC(NC(=O)c1ccccc1)C(=O)OCC(=O)Nc1ccc(S(N)(=O)=O)cc1 (stereo not given),i,27%,3%,13%,-0.2%,-12%,6,2%,11%
C[C@@H]1CCCCO[C@H](CN(C)C(=O)c2ccncc2)[C@H](C)CN([C@@H](C)CO)C(=O)c2cc(NC(=O)c3ccccc3)ccc2O1,i,-15%,9%,.,0.5%,.,11,0%,.
CCc1ccccc1NC(=O)C1C(c2ccccc2)C1(Cl)Cl (stereo not given),?,-5%,-14%,-5%,-0.4%,17%,9,-36%,2%
CC(C)=CCC/C(C)=C/CC/C(C)=N/O,i,1%,4%,-2%,-0.2%,5%,0,-40%,-9%
O=C(/C=C/c1ccc(Br)cc1)NC(=S)N1CCOCC1,i,-3%,3%,2%,-0.6%[9.22 µM],-10%,-11,-3%,1%
Cc1ccc(C(=O)N2CCN(c3ccc(NC(=O)c4cc(C)cc(C)c4)cc3)CC2)cc1,i,1%,5%,-7%,-1.0%,-1%,-11,-3%,0%
COc1ccc(NC(=O)CCC(=O)OCc2ccc(Br)cc2)cc1,i,-15%,-3%,2%,-0.4%,?,16,-29%,4%
Cc1nc(SCC(=O)NCCc2ccccc2)n[nH]1,i,0%,1%,8%,-0.1%,-6%,8,-50%,1%
CCc1cccc(NC(=O)CC2SC(N3CCCC3)=NC2=O)c1 (stereo not given),i,1%,-15%,-14%,3.3%,-1%,14,-4%,-11%
O=[N+]([O-])c1cccc(C2NCC(c3ccccc3Cl)c3c2[nH]c2ccccc32)c1 (stereo not given),?,?,-15%,-33%,5.6%,?,-63*,34%,-23%
COc1ccc(-n2c(SCC(N)=O)nc3sc4c(c3c2=O)CCN(C)C4)cc1,i,-9%,0%,11%,0.3%,-5%,-14,-5%,-5%
COc1cc([N+](=O)[O-])ccc1NC(=S)N1CCN(c2ccccn2)CC1,i,-12%,.,?,8.4%,?,4,-12%,1%
COc1cc(/C=C/C(=O)OCC(=O)NCc2ccco2)ccc1OC(F)F,i,8%,1%,-11%,6.1%,-2%,0,3%,-2%
Cc1ccccc1-c1ocnc1C(=O)Nc1ccccc1NC(=O)c1ccccn1,?,11µM*,-37%,-4%,3.0%,?,-3,-77%,-10%
Cc1cc(C)c2cc(C#N)c(NCCCN)nc2c1,i,.,-11%,.,-0.8%,.,0,.,.
Cc1cc2c(c(C)c1Br)C(c1ccc3c(c1)OCO3)CC(=O)O2 (stereo not given),i,20µM*,-7%,11%,-0.2%,?,42,-89%,1%
Clc1cccc(Cl)c1CNC1CCCC1,i,-1%,3%,5%,-0.4%,2%,15,-14%,-3%
